Screening data: PubChem, National Center for Advancing Translational Sciences (NCATS)
HT1080NT lethal – kills 2HG-producing HT-1080-NT fibrosarcoma cells; 360,000 compounds, 1.6% hits; AID 686970; HT-1080-NT fibrosarcoma viability, CellTiter-Glo ATP luminescence, 48 h; Potency, µM (highest dose often 46.1 µM), for inactives: top-dose activity, negative = less viability, most hits filed as cytotoxic;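 also: NT is the 2HG producing partner of a matched IDH1 knockdown line; potency is read from the fitted curve at half-maximal effect; 0% = DMSO-treated cells and -100% = media-only wells without cells; nearly all actives have a fitted effect of over 55% in size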
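Luminescent CellTiter-Glo readout after 48 hours of compound exposure at 37 degrees C defined viability of HT-1080-NT cells. Activity was normalized to DMSO wells and cell-free media wells; concentration-response curves were fitted and assigned curve classes.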
KB-3-1 cytotox – KB-3-1 parental cell cytotoxicity; KB-3-1 viability, CellTiter-Glo ATP luminescence, 72 h; Potency, µM (doses to about 46.1 µM), without a hit: at the top dose activity change, negative = cytotoxic, most hits filed as cytotoxic; 400,000 compounds, 1.4% hits; also: potency is read from the fitted curve at half-maximal effect; % is scaled to controls: 0 for no effect and ±100 for the full control effect; nearly all actives have a fitted effect of over 60% in size
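Cells are dispensed, compounds pinned in, plates held at 37 °C for 72 h, then CellTiter-Glo is added and luminescence read after 10 minutes. Cell line: parental KB-3-1 in phenol-red-free DMEM, 10% FBS.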
SW480 rereplic – DNA re-replication induction in SW480 cells. SW480 DNA re-replication, Hoechst DNA content imaging, 48 h. Potency, µM (doses to about 46.1 µM), for inactives: at the highest dose re-replication activation, usual class: activators. 340,000 compounds, 1.8% hits; also: potency is read from the fitted curve at half-maximal effect; % of control where 0% means no effect; nearly all actives have a fitted effect of over 55% in size
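Readout is total intensity of Hoechst-stained nuclei, excited at 405 nm and collected at 500-530 nm. Compound treatment lasted 48 hr at 37 C in 5% CO2 before staining.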
IL1B secr inh – inflammasome signaling inhibition, IL-1 beta readout; THP-1 LPS/ATP IL-1B secretion, AlphaLISA, 16 h; stronger effect = lower value; activity change, % at 57.5 µM; 360,000 compounds, 4.7% hits; in the data active = activity change below about -50%; inconclusive = mostly about -30% to -49%; also: % is scaled to controls: 0 for no effect and ±100 for the full control effect
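Secreted IL-1B measured by AlphaLISA bead assay after 16 h compound exposure of THP-1 cells; compounds (final up to 57.5 uM) added 1 h before LPS (250 ng/mL) and ATP (1.25 mM) stimulation; lower signal means less secretion.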
ATXN2 expr inh – inhibitors of ATXN2 expression. HEK-293 ATXN2-luciferase reporter, luminescence, 24 h. Potency, µM (titrated, usually from 57 µM), inactives show at the highest dose activity change, negative = inhibition, actives largely listed as inhibitors. 360,000 compounds, 0.72% hits; also: potency is read from the fitted curve at half-maximal effect; % is scaled to controls: 0 for no effect and ±100 for the full control effect; nearly all actives have a fitted effect of over 55% in size
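qHTS (up to 57 uM final) was run with 24 h compound exposure of reporter cells at 37 °C. Each well was multiplexed: SteadyGlo luminescence measured ATXN2-luciferase expression after a fluorogenic Gly-Phe-AFC viability readout (25 uM final).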
MCF10A rereplic – induces DNA re-replication in MCF 10a normal breast cells; MCF 10A DNA re-replication, Hoechst nuclear intensity, 48 h; Potency, µM (top dose mostly 46.1 µM), inactives show top-dose activity, positive = re-replication, actives largely listed as activators; 350,000 compounds, 2.9% hits; AID 624296; also: potency is read from the fitted curve at half-maximal effect; % of control where 0% means no effect; nearly all actives have a fitted effect of over 50% in size
HT1080 IDH1KD tx – kills HT-1080 cells with IDH1 knockdown. HT-1080 IDH1 knockdown viability, ATP luminescence, 48 h. Potency, µM (doses to about 46.1 µM), for the others: top-dose activity, negative = toxicity, usual class: cytotoxic. 360,000 compounds, 2% hits;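 also: potency is read from the fitted curve at half-maximal effect; 0% = DMSO wells and -100% = cell-free medium wells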
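Knockdown cells (IDH1KD HT-1080) received compounds 2 h after plating at 750 cells/well and were kept 48 h at 37 °C in 5% FBS RPMI. A CellTiter-Glo luminescence read gave % activity for curve fitting.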
WRN inhibitor – WRN helicase (human) inhibition; WRN helicase unwinding, fluorescent forked duplex, kinetic; Potency, µM (top dose mostly 114 µM), for inactives: at the top dose activity change, negative = inhibition, usual class: inhibitors; 360,000 compounds, 0.46% hits; AID 651768; also: potency is read from the fitted curve at half-maximal effect; % is scaled to controls: 0 for no effect and ±100 for the full control effect; nearly all actives have a fitted effect of over 55% in size
Target sequence (Q14191 whole entry, looked up): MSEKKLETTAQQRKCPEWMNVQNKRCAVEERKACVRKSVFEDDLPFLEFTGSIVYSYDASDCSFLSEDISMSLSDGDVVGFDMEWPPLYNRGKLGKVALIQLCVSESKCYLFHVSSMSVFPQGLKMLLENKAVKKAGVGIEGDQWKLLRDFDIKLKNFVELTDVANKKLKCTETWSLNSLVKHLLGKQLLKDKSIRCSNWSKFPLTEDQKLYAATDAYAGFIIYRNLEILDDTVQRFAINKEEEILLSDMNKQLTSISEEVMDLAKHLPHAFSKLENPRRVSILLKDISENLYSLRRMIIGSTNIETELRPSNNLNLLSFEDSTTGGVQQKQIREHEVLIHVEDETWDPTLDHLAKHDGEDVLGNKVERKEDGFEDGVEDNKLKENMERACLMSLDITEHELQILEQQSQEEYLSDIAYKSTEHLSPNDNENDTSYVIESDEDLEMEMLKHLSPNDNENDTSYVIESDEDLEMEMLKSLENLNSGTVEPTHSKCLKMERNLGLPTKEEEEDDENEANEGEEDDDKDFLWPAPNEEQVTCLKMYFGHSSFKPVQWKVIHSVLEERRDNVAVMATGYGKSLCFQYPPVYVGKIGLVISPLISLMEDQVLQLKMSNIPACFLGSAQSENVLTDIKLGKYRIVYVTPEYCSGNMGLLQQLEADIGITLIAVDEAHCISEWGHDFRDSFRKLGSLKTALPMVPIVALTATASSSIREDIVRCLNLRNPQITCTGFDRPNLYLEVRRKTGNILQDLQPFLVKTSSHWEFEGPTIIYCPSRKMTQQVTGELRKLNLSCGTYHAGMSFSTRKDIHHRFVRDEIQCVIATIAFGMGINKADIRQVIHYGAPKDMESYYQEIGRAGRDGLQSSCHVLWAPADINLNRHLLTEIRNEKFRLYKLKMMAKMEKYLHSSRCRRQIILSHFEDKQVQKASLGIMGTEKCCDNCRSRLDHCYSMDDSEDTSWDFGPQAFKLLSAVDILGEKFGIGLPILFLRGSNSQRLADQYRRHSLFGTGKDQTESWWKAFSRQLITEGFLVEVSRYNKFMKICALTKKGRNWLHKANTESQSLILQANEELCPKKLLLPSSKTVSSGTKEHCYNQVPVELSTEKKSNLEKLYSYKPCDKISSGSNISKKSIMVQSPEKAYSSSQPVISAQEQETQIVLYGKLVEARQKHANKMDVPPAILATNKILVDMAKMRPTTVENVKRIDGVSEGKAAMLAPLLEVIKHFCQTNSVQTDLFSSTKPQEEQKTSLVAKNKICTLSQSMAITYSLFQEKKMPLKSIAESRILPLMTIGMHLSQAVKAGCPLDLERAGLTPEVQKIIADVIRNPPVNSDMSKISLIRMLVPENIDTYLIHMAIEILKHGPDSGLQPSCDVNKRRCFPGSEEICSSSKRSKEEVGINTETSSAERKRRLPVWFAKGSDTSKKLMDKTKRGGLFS
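Enzyme (20 nM final) and test compound sit together 15 min at room temperature before substrate addition. Substrate is a single-forked duplex oligonucleotide (100 nM) labelled with fluorophore and quencher, with 2 mM ATP; helicase unwinding raises red fluorescence, read kinetically.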
KB-V1 cytotox – KB-V1 MDR subline cytotoxicity; KB-V1 MDR cells viability, CellTiter-Glo, 72 h; Potency, µM (series often up to 46.1 µM), inactives show at the top dose activity change, negative = cytotoxicity, actives largely listed as cytotoxic; 400,000 compounds, 3.4% hits; AID 1347076; also: potency is read from the fitted curve at half-maximal effect; % is scaled to controls: 0 for no effect and ±100 for the full control effect; nearly all actives have a fitted effect of over 60% in size
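KB-V1 MDR subline cells in DMEM (phenol-red free, 10% FBS) exposed to compounds in qHTS concentration series for 72 h at 37 degrees C. Viability read by CellTiter-Glo luminescence; concentration-effect curves fitted after normalization and correction.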
* hit, by the source's call; u = inconclusive; x = not tested or not shown; [ ] = another dose, or the depositor's remark. Unless noted, calls follow the shape of the dose curve; as a rule, active = well fitted curve in the direction sought with a large enough effect; inconclusive = small, poorly fitted or top-dose-only effect, or another doubt; inactive = no such curve, though single readings can be large; an effect the other way counts as inactive or inconclusive.

SMILES	HT1080NT lethal	KB-3-1 cytotox	SW480 rereplic	IL1B secr inh	ATXN2 expr inh	MCF10A rereplic	HT1080 IDH1KD tx	WRN inhibitor	KB-V1 cytotox
CC1Sc2ccc(C(=O)N3CCCC(C(F)(F)F)C3)cc2NC1=O (centres undefined)	-14%	-2%	u	21	-20%	3%	-5%	-3%	-13%
Brc1cccc(-c2nnc(-c3ccccc3)o2)c1	-3%	-13%	-1%	21	99%[activator]	9%	-6%	-9%	-2%
COc1cc(N)c(Cl)cc1C(=O)OCC(=O)c1cccs1	5%	2%	-8%	-3	-7%	-4%	12%	u	2%
CCC(C)NC(=O)CSc1c2c(nc3ccccc13)CCCC2 (centres undefined)	-5%	u	5%	u	-8%	u	0%	-6%	-3%
Cc1ccc(S(=O)(=O)Cn2nnnc2C(c2ccccc2)N2CCN(c3ccccc3)CC2)cc1 (centres undefined)	-21%	-6%	22%	-15	-16%	1%	-6%	2%	0%
CCc1nnc(NC(=O)CCC(=O)NC2CCCC2)s1	1%	5%	0%	13	x	1%	7%	-4%	1%
CCN(Cc1nc2cc(Cl)ccc2c(=O)[nH]1)C(=O)c1cc2c(s1)CCCCC2	1%	-16%	-6%	19	2%	u	-1%	-3%	-4%
CC(C)c1ccccc1NC(=O)CCc1nc2ccccc2s1	0%	0%	2%	10	6%	u	-2%	-10%	18µM*
CCOC(=O)c1c(S(=O)(=O)N2CCC(C)CC2)c(C)n(C)c1C	0%	0%	8%	-11	x	-6%	0%	-7%	0%
FC(F)(F)c1cc(Oc2ccc(Cl)cc2)ncc1-c1nnc(-c2ccc(Cl)cc2)o1	19%	11%	-8%	8	3%	8%	21%	-11%	3%
CN(C)Cc1csc(NC(=O)Nc2ccccc2-c2ccccc2)n1	u	0%	x	u	-26%	x	u	0%	1%
CCC/S(CC1CC1(Cl)Cl)=N\S(=O)(=O)c1ccc(C)cc1 (centres undefined)	-4%	1%	-13%	-13	-5%	-6%	-24%	39%[activator]	0%
Cc1ccc(Cn2c(-n3nc(C)cc3C)nc3c2c(=O)[nH]c(=O)n3C)cc1	8%	-4%	-1%	4	2%	0%	5%	7%	-17%
COc1cc(NC(=O)Nc2ccc3c(c2)OCO3)cc(OC)c1OC	-20%	-5%	u	0	-21%	-7%	3%	1%	0%
COc1cc(OC)cc(-c2c(-c3cccs3)c3cc(-c4cccc5[nH]ccc45)ccc3n2C)c1	11%	-2%	0%	-1	9%	u	3%	0%	u
Cc1cc2c(c(=O)n1Cc1ccccn1)C(c1ccc3c(c1)OCO3)C(C#N)=C(N)O2 (centres undefined)	-1%	0%	4%	-7	18%	-180%[0.0737 µM]	-1%	-16%	u
NS(=O)(=O)c1ccc(-c2ccc(/C=C3\SC(=S)N(C4CCS(=O)(=O)C4)C3=O)o2)cc1 (centres undefined)	0%	u	1%	u	x	-4%	5%	-9%	1%
C=CCn1c(SC2CCOC2=O)nc2sc(CC)cc2c1=O (centres undefined)	26%	18%	1%	-4	13%	-3%	18%	-18%[57.1 µM]	6%
Cc1nn(CCS(=O)(=O)c2ccc(Cl)cc2)c(C)c1Br	14%	1%	-5%[9.22 µM]	-2	-8%	4%	5%	-23%	-2%
CCOC(=O)c1cc(-c2ccc(C)cc2)n(CCC(=O)NC(C)CC)c1C (centres undefined)	-5%	u	-1%	-5	41%[activator]	u	-6%	-14%	-35%
COc1cc(OC)c(N(C)S(=O)(=O)c2cccc(C(=O)NC3=NCCS3)c2)cc1Cl	u	u	u	-17	u	5%	16µM*	-8%	u
COc1ccc(-c2cnc3c(NC(C)=O)cc(-c4cccc(NS(C)(=O)=O)c4)cn23)cc1OC	-12%	0%	x	-24	5%	x	-16%	-10%	4%
CCCC(C)NC(=O)CSCc1ccc(OC)cc1 (centres undefined)	10%	-4%	u	7	-11%	-4%[9.22 µM]	-2%	-3%	-19%
Cc1cccc(OCCSc2ncnc3nc[nH]c23)c1	-18%	u	0%	12	4%	9%	-12%	4%	u
CC(OC(=O)c1ccc(O)cc1)C(=O)Nc1ccc(Oc2ccccc2)cc1 (centres undefined)	-4%	-13%	u	-16	2%	u	-12%	-17%	-5%
SMILES	HT1080NT lethal	KB-3-1 cytotox	SW480 rereplic	IL1B secr inh	ATXN2 expr inh	MCF10A rereplic	HT1080 IDH1KD tx	WRN inhibitor	KB-V1 cytotox
Cc1cnnn1-c1ccc(C(=O)CCl)cc1	1%	u	u	-109*	5%	29µM*	1%	-20%	-28%
O=C(NC(=S)N1CCc2ccccc21)C1CCC1	-1%	19%	-6%	42	-9%	-1%	15%	6%	-3%
CCc1cc2c(=O)c(-c3nc4ccccc4n3C)c(C)oc2c(CN2CCN(CCO)CC2)c1O	u	5%	u	-4	-8%	26%	-4%	2%	-11%
CC(C)(C)NS(=O)(=O)c1ccc(-c2csnn2)s1	-11%	0%	-5%	24	0%	0%	-6%	2%	7%
COc1ccc(N2C(=O)C3C4C=CC(C4)C3C2=O)c(OC)c1 (centres undefined)	5%	0%	-2%	29	11%	-22%	4%	6%	0%
CC(=O)N1CN(C2CCS(=O)(=O)C2)Cc2c1sc1c2CCCC1 (centres undefined)	13%	12%	0%	-19	-3%	-3%	20%	14%	25%
CN(Cc1ccccc1Cl)C(=O)c1cc2ccccc2o1	-3%	-1%	6%	-22	6%	1%	-3%	-6%	-9%
COc1ccc(NC(=O)C2CCN(C(=O)c3ccccc3)CC2)cc1OC	4%	10%	5%	5	2%	-2%	-1%	-3%	-4%
CN(C)CCCC1(O)c2ccccc2C=Cc2ccccc21	-2%	3%	1%	-23	-15%	14%	-13%	7%	7%
COc1cccc(CC2(CO)CCN(C(=O)NC3CCCCC3)CC2)c1	10%	-4%	-15%	18	-4%	0%	15%	-4%	-5%
Cc1n[nH]c(=O)c2ccccc12	1%	18%	-4%	33	4%	1%	1%	-1%	u
N#C/C(=C/c1ccc(F)cc1)S(=O)(=O)c1ccccc1	10%	1%	-15%	x	-7%	u	14%	-2%	-1%
CN(CC(=O)Nc1ccc(Cl)cc1)C(=O)CCC1CCCC1	7%	-13%	2%	0	-24%	8%	5%	-4%	9%
CCc1c(C)nc2ncnn2c1N1CCC(C(=O)Nc2ccccc2)CC1	-23%	0%	-10%	-3	-28%	1%	-28%	9%	u
Cc1ccccc1-n1c(=O)c2ccccc2n(CC(=O)NCc2ccco2)c1=O	2%	4%	-20%	0	x	9%	2%	-2%	-5%
O=C(NCC1CCCCC1)C1(CC2CC(c3cccc(Br)c3)=NO2)CCNCC1 (centres undefined)	-18%	u	u	-21	u	0%	-30%	1%	-1%
CCn1ccnc1[C@@H]1C[C@H]2CN(Cc3ccccc3OC)C(=O)[C@]23CCCN13	-5%	-3%	-17%	-3	x	5%	-2%	3%	9%
COc1cc([N+](=O)[O-])cc(/C=N/NC(=O)C(C)Nc2ccccc2C)c1O (centres undefined)	-28%	u	u	1	u	1.6µM*	u	-4%	12µM*
COc1ccc(-n2c(C)cc(C(=O)CCl)c2C)cc1	u	6.5µM*	2.6µM*	-77*	30µM*	6.5µM*	15µM*	-19%	u
CC(=O)c1cccc(NC(=O)c2c(C)nn(-c3ccccc3)c2Cl)c1	17%	3%	-3%	7	6%	15%	15%	-10%	u
Cc1ccc(O)c(NC(=O)C2CC(c3ccc(F)cc3)=NO2)c1 (centres undefined)	8%	1%	1%	16	-2%	-34%[inhibitor]	1%	1%	-33%
O=C(CCNS(=O)(=O)c1ccccc1F)NCc1ccc2c(c1)OCO2	18%	4%	-2%	-6	5%	8%	10%	6%	18%
NS(=O)(=O)c1cccc(NS(=O)(=O)c2ccc(/C=C/C(=O)O)cc2)c1	-2%	7%	-8%	11	2%	1%	10%	1%	13%
O=C(NCc1ccccn1)c1cc2ccccn2n1	8%	0%	-9%	-12	18%	4%	5%	-1%	4%
COc1ccc(S(=O)(=O)N(C)C[C@H]2Oc3ccc(NC(=O)Nc4ccc5c(c4)OCO5)cc3C(=O)N([C@H](C)CO)C[C@@H]2C)cc1	-7%	-14%	1%	0	-1%	u	-13%	1%	-8%
SMILES	HT1080NT lethal	KB-3-1 cytotox	SW480 rereplic	IL1B secr inh	ATXN2 expr inh	MCF10A rereplic	HT1080 IDH1KD tx	WRN inhibitor	KB-V1 cytotox
CC(C)Cc1cc(C(=O)O)c2ccccc2n1	6%	12%	-16%	19	2%	-10%	2%	-7%	17%
COc1ccc(NC(=O)Cn2c(=O)oc3ccccc32)cc1	11%	1%	-5%	-22	-4%	-3%	1%	2%	-6%
O=C1CC(N2CCN(Cc3ccc4c(c3)OCO4)CC2)C(=O)N1CCc1ccccc1 (centres undefined)	-5%	-14%	0%	6	-7%	31%	-6%	0%	-15%
COCCCNC(=O)COc1ccc(-c2nccc(-c3ccccn3)n2)cc1	7%	16%	-4%	-13	-25%	6%	7%	-12%	-9%
COc1cc(C(=O)NCC(=O)NNC(=O)C2COc3ccccc3O2)cc(OC)c1OC (centres undefined)	0%	u	-25%	10	-2%	0%	5%	6%	u
CC(C)n1cnnc1SCC(=O)Nc1ccc(Br)cc1F	-1%	-2%	-1%	-13	1%	-2%	13%	-3%	-9%

Some of these compounds in order of molecular weight, highest first:
SMILES	HT1080NT lethal	KB-3-1 cytotox	SW480 rereplic	IL1B secr inh	ATXN2 expr inh	MCF10A rereplic	HT1080 IDH1KD tx	WRN inhibitor	KB-V1 cytotox
O=C1CC(N2CCN(Cc3ccc4c(c3)OCO4)CC2)C(=O)N1CCc1ccccc1 (centres undefined)	-5%	-14%	0%	6	-7%	31%	-6%	0%	-15%
COCCCNC(=O)COc1ccc(-c2nccc(-c3ccccn3)n2)cc1	7%	16%	-4%	-13	-25%	6%	7%	-12%	-9%
CC(C)n1cnnc1SCC(=O)Nc1ccc(Br)cc1F	-1%	-2%	-1%	-13	1%	-2%	13%	-3%	-9%
